Screening results deposited in PubChem by Sanford-Burnham Center for Chemical Genomics.
ATG4B inh: blocks human ATG4B protease cleavage of LC3 substrate; ATG4B cleavage of LC3-PLA2, NBD-HPC fluorescence, 1 h; inhibition, % at 8.33 µM; 0.51% of 340,000 active; in the data active = inhibition above about 40%
HKDC1 inh: HKDC1 (human) hexokinase inhibition | Q2TB90 | recombinant HKDC1, G6PDH/diaphorase resazurin coupled fluorescence | inhibition, % at 20 µM | 0.16% of 340,000 active;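 active = inhibition above about 35% when tested at 20 µM, limit read from the data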;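 also: plate controls were DMSO wells with enzyme for no effect and DMSO wells lacking enzyme for full effect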
Target sequence (Q2TB90 whole entry, looked up): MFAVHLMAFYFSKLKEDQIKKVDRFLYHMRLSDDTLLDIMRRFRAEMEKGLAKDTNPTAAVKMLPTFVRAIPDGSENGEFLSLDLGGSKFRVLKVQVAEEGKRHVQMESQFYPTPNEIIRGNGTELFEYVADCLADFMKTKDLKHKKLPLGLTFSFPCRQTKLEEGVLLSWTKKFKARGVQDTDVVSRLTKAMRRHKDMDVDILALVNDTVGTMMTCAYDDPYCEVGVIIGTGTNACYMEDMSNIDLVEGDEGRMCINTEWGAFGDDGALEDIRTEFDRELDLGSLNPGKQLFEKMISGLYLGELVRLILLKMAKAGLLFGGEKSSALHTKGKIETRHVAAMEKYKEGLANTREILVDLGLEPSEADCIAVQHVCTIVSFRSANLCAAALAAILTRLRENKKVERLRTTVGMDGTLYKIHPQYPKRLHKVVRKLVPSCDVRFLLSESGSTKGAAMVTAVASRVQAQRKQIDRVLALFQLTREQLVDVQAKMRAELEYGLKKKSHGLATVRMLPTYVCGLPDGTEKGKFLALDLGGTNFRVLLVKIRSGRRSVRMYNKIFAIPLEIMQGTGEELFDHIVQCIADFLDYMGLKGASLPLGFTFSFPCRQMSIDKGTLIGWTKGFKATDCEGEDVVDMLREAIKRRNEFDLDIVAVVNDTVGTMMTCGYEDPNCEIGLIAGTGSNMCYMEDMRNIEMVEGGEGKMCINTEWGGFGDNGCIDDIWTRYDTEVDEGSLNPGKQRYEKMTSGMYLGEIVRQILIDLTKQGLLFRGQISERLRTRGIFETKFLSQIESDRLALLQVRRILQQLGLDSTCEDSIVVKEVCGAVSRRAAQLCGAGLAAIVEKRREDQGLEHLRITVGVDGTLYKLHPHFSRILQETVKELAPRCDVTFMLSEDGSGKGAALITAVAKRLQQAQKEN
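Incubation: 90 min at room temperature in dark / Material: recombinant HKDC1 (HK5) hexokinase enzyme, produced in-house / Quantity: enzyme 5 µg/mL final / Compound: one dose of 20 µM, 1% DMSO / Reagent: glucose and ATP substrates / Buffer or medium: Tris pH 8.0 buffer with MgCl2, Tween-20, BSA, BME / Technique: resorufin fluorescence at 613 nm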
PfGluPho inh: PfG6PD (Plasmodium falciparum) enzyme inhibition; inhibition, % at 20 µM; 0.78% of 350,000 active; AID 504690; PfGluPho enzyme, NADPH resazurin-diaphorase fluorescence;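 active = inhibition reaching at least a set limit at 20 µM in the primary screen, cut at about 59% in these data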;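 also: 0% = DMSO wells with substrate and 100% = DMSO wells lacking glucose-6-phosphate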
GRIN3A LBD mod: NR3A (human) ligand-binding domain modulation | NR3A LBD differential scanning fluorimetry, Tm shift; 0% = protein alone, 100% = glycine-bound protein | Tm shift relative to glycine control, % at 25 µM | 2.5% of 340,000 active | AID 1259313;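 active = melting temperature shift of at least 10% of the positive control shift, at one fixed dose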
SENP8 block: blocks human SENP8 cleavage of Nedd8 substrate. Q96LD8. recombinant SENP8, Nedd8 substrate fluorescence. inhibition, % at 20 µM. 0.64% of 360,000 active. AID 602440; in the data active = inhibition mostly above about 40%, no sharp cut-off; inactive = mostly below about 27%
Target sequence (Q96LD8 whole entry, looked up): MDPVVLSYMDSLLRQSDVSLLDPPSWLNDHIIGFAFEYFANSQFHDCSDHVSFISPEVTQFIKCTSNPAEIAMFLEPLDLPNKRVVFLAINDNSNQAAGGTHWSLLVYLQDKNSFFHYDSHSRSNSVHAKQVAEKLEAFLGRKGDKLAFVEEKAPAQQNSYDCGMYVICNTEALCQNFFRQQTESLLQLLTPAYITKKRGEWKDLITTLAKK
SENP7 inh: SENP7 protease inhibition; Q9BQF6; recombinant SENP7, Z-RLRGG-aminoluciferin luminescence, 40 min; inhibition, % at 5 µM; 1.5% of 330,000 active; AID 434973;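 active = inhibition above about 50% at the single test dose, limit read from the data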;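 also: plate controls were DMSO with enzyme for no effect and no enzyme buffer wells for full effect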
MPTP inh: inhibitors of mitochondrial permeability transition pore | isolated mouse mitochondria, Ca2+ swelling absorbance, 30 min | 1.4% of 360,000 active | inhibition, % at 10 µM;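 active = inhibition of 50% or more, scaled per plate between neutral and stimulator controls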;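 also: 0% = DMSO wells given calcium and 100% = 1 mM EGTA wells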
SENP6 block: inhibitors of human SENP6 protease. Q9GZR1. Recombinant SENP6 catalytic domain, aminoluciferin luminescence. inhibition, % at 10 µM. 1.8% of 330,000 active. AID 2599;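 active = inhibition above about 50% at the single tested dose, limit read from the data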;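 also: plate controls were DMSO wells with enzyme for no effect and DMSO wells lacking enzyme for full effect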
* hit, by the source's call; · = not tested or not shown.

SMILES | ATG4B inh | HKDC1 inh | PfGluPho inh | GRIN3A LBD mod | SENP8 block | SENP7 inh | MPTP inh | SENP6 block
COc1ccccc1N(C(=O)c1snc(C(N)=O)c1N)C(C(=O)NCCC(C)C)c1ccco1 (stereo unspecified) | 3 | -6 | 11 | -1 | -282 | 2 | 0.6 | -11
CCOc1ccc2nc3c(cc2c1)CN(CCCO)C(=NCCOC)S3 | -15 | 16 | 35 | -6 | -174 | 0 | -3.7 | -12
Cn1c(=O)[nH]c(=O)c2c1nc(Br)n2CC(O)COc1ccccc1 (stereo unspecified) | 0 | -7 | -4 | -1 | 9 | -9 | -0.9 | 4
CCCCCCOC(=O)c1ccc(N)cc1 | -4 | 4 | 19 | 0 | 15 | 10 | 0.1 | 11
O=C(CN1C(=O)NC2(CCCC2)C1=O)NCCc1ccc(F)cc1 | -1 | -8 | 7 | 0 | -10 | -1 | 4.9 | -8
CC(C)(C)Nc1nc2nonc2nc1NC(C)(C)C | -17 | -3 | 2 | -2 | 6 | 4 | 93* | 2
Cn1ccnc1CC(O)(c1ccccc1)c1ccccc1 | -2 | -1 | 7 | -3 | 17 | 1 | 0.2 | 12
CCCCN(C(=O)c1cc(S(=O)(=O)N2CCCCCC2)ccc1OC)c1ccccc1 | 18 | 0 | 6 | 2 | 8 | -16 | -2.6 | -5
O=S(=O)(CCNCCc1ccccc1)NC1CCCCC1 | -7 | -1 | 6 | -4 | 4 | · | 0.2 | ·
O=C(COC(=O)Cc1ccc(Cl)cc1)Nc1cc(S(=O)(=O)N2CCOCC2)ccc1N1CCCC1 | -19 | 4 | -6 | -1 | 3 | -3 | 0.3 | 6
Cc1ccc(S(=O)(=O)N2CCCC2C(=O)O)cc1 (stereo unspecified) | -8 | -8 | -19 | -1 | 17 | -4 | 0.6 | -2
CCCc1nc2n[nH]c(N)c2c2c1COC(C)(C)C2 | -7 | -11 | -14 | -1 | -7 | 3 | -0.7 | -7
O=C(Nc1ccccc1Br)c1ccc(OC(=S)N2CCOCC2)cc1 | -3 | -10 | 1 | -1 | 13 | 5 | -0.6 | -15
CN(CC(=O)Nc1ccc(C#N)cc1)Cc1ccc(Cl)cc1Cl | -4 | 8 | -16 | -12 | 15 | 3 | 39 | -6
O=C(OCC(=O)N1CCOCC1)c1ccc(N2CCOCC2)c([N+](=O)[O-])c1 | -4 | 0 | 2 | 0 | 13 | -2 | 1.4 | -14
COc1ccccc1NC(=O)Cn1c(=O)n(C)c(=O)c2sc3c(c21)COC(C)(C)C3 | -2 | -13 | 1 | -1 | -6 | -7 | -1.2 | -24
C/C=C/CSc1nc2c(c(=O)[nH]c(=O)n2C)n1C(C)C | -10 | 7 | -6 | 1 | -4 | 7 | 2.0 | -13
CCN(CC(=O)Nc1c(F)cccc1F)C(=O)C(C)SCc1nc2sc(C)c(C)c2c(=O)[nH]1 (stereo unspecified) | 1 | -9 | 19 | -2 | -22 | 3 | 0.1 | 5
COc1ccccc1-c1c(C)c(C)nc(N)c1C#N | -13 | 0 | 32 | -2 | -270 | 4 | -1.0 | -31
CN(Cc1nc(-c2cccs2)no1)CC1(N2CCOCC2)CCCCC1 | 0 | 0 | 6 | -2 | 17 | -4 | 2.9 | -6
COc1cc(NC(=O)CN(C)Cc2cccc(F)c2)c(C)cc1[N+](=O)[O-] | -12 | -7 | -10 | 1 | 16 | -4 | -1.5 | -19
N#Cc1ccccc1Sc1ccccc1C(=O)OCC(=O)N1CCN(C(=O)c2ccco2)CC1 | -14 | -3 | 21 | 1 | 10 | 3 | -9.9 | -14
COc1cc2oc3cc(C)oc(=O)c3c2cc1OC | -4 | -1 | 0 | 16* | -269 | 2 | 0.1 | -5
O=C(Cn1cc([N+](=O)[O-])ccc1=O)NCC1COc2ccccc2O1 (stereo unspecified) | -7 | -7 | 2 | 2 | 1 | 8 | -2.2 | -8
CCC(C)C(=O)Nc1cc(C(=O)OC)cc(C(=O)OC)c1 (stereo unspecified) | -4 | 15 | -18 | -3 | 7 | 1 | -0.4 | -4

Carrying on:
SMILES | ATG4B inh | HKDC1 inh | PfGluPho inh | GRIN3A LBD mod | SENP8 block | SENP7 inh | MPTP inh | SENP6 block
Cc1nc(C(F)(F)F)nc(Nc2ccc(Br)cc2)c1C#N | -2 | -1 | -2 | 2 | 14 | 6 | 0.2 | 2
Cc1cccc(N(C(=O)c2csnn2)C(C(=O)NC2CCCC2)c2ccncc2)c1 (stereo unspecified) | -1 | -2 | -12 | 1 | 4 | -12 | 0.4 | 0
Cc1ccc(C(=O)NC2CCS(=O)(=O)C2)cc1S(=O)(=O)N1CCOCC1 (stereo unspecified) | -4 | -11 | -9 | -13 | 17 | 1 | -1.3 | -20
CCCCN(CC(=O)NC(C)(C)C)C(=O)C(=O)Nc1ccc2c(c1)OCCO2 | 5 | -4 | -4 | -1 | 17 | 0 | -3.8 | -8
COc1ccc(C2C(C(=O)N3CCCCC3)CCC(=O)N2c2cc(OC)c(OC)c(OC)c2)cc1 (stereo unspecified) | -2 | -4 | -5 | -3 | 2 | -6 | 0.0 | -13
OCCC1CN(Cc2ccccc2-c2ccco2)CCN1Cc1ccccc1 (stereo unspecified) | 3 | -1 | 13 | 0 | 2 | 5 | -1.1 | 9
Cc1nn(C)c(NC(=O)c2ccc([N+](=O)[O-])cc2)c1Cl | 3 | -1 | -10 | 1 | 15 | 5 | 2.2 | 0
O=C1c2cccc3cccc(c23)C(=O)N1c1cccnc1 | -3 | 2 | 4 | 0 | -182 | -14 | -0.5 | -36
CC1CCc2sc(C(=O)N3CCN(c4ncccn4)CC3)cc2C1 (stereo unspecified) | 4 | 1 | 14 | -1 | -1 | 12 | -0.6 | -10
c1cnc(SCCOc2cccc3ccccc23)nc1 | -9 | 5 | 5 | 2 | 17 | 7 | 0.3 | -17
O=C(CSc1ncn[nH]1)OCN1C(=O)c2ccccc2C1=O | -6 | 6 | -7 | 0 | 14 | 2 | -1.4 | 7
CCOc1ccccc1NC(=O)CCN1CCN(S(=O)(=O)c2ccc(Br)cc2)CC1 | -12 | -5 | -12 | 2 | -1 | -7 | -1.1 | -4
O=C(O)CCn1cc(/C=C/C(=O)c2ccc(Cl)cc2)c(-c2cccc(Br)c2)n1 | 53* | 17 | -20 | -4 | 3 | -6 | 4.0 | 8
O=C1[C@@H]2C(Cc3ccc(O)cc3)NC3(C(=O)Nc4ccc(F)cc43)[C@@H]2C(=O)N1c1ccccc1 (stereo partly specified) | 0 | -1 | -6 | -10 | 11 | 8 | -2.7 | 0
N#Cc1ccc(NC(=O)C2=COCCO2)cc1 | 6 | -3 | -9 | -4 | 10 | 3 | 0.2 | -6
Cc1ccc(C(=O)Oc2cccnc2)cc1[N+](=O)[O-] | 5 | -3 | -3 | 0 | 21 | 0 | 0.4 | -5
CC1CCCCN1CCNC(=O)C1CCN(S(=O)(=O)N2CCCCC2)CC1 (stereo unspecified) | 0 | -12 | -6 | -3 | -2 | -4 | -0.6 | -2
Oc1ccc(Cl)cc1CNCc1ccc(Cl)cc1 | -2 | -1 | 5 | -1 | -22 | -10 | 0.2 | -6
Cc1onc(-c2ccccc2Cl)c1C(=O)N1CCN(c2ccc(F)cc2)CC1 | -2 | -4 | -5 | 1 | 5 | 6 | -1.8 | 0
COCCN1C(=O)C(O)=C(C(C)=O)C1c1ccc(F)cc1 (stereo unspecified) | 3 | 7 | 4 | 2 | 10 | 7 | -2.6 | -14
COc1cc2c(cc1OC)CN(C(=O)c1ccc(S(=O)(=O)N(C)c3ccccc3)cc1)CC2 | -10 | -2 | -14 | 1 | -2 | 0 | 1.8 | 7
CC1CCCN(C(=O)CN2CCC(c3nc4ccc(Cl)cc4[nH]3)CC2)C1 (stereo unspecified) | -4 | -9 | 1 | 0 | -4 | -1 | 0.6 | -11
COCC(C)n1c(C)cc(C(=O)COC(=O)c2ccc(N3CCCC3=O)cc2)c1C (stereo unspecified) | -23 | 0 | 2 | 1 | 11 | -4 | -0.3 | -19
Cc1ccc(NC(=O)CS(=O)CC(=O)NCC2OCCc3ccccc32)c(C)c1 (stereo unspecified) | -4 | -4 | 5 | 0 | 21 | -17 | 0.4 | -11
O=C(C1=C[C@@H](C2CCCCC2)C[C@@H](OCc2ccc(CO)cc2)O1)N1CCN(Cc2ccccc2)CC1 | -6 | 0 | 28 | -1 | 13 | 1 | -3.0 | -4

Looked up by structure from the list above:
SMILES | ATG4B inh | HKDC1 inh | PfGluPho inh | GRIN3A LBD mod | SENP8 block | SENP7 inh | MPTP inh | SENP6 block
O=C(CSc1ncn[nH]1)OCN1C(=O)c2ccccc2C1=O | -6 | 6 | -7 | 0 | 14 | 2 | -1.4 | 7
COc1cc2c(cc1OC)CN(C(=O)c1ccc(S(=O)(=O)N(C)c3ccccc3)cc1)CC2 | -10 | -2 | -14 | 1 | -2 | 0 | 1.8 | 7
COCC(C)n1c(C)cc(C(=O)COC(=O)c2ccc(N3CCCC3=O)cc2)c1C (stereo unspecified) | -23 | 0 | 2 | 1 | 11 | -4 | -0.3 | -19
Cc1nn(C)c(NC(=O)c2ccc([N+](=O)[O-])cc2)c1Cl | 3 | -1 | -10 | 1 | 15 | 5 | 2.2 | 0
N#Cc1ccc(NC(=O)C2=COCCO2)cc1 | 6 | -3 | -9 | -4 | 10 | 3 | 0.2 | -6

Additional compounds.
SMILES | ATG4B inh | HKDC1 inh | PfGluPho inh | GRIN3A LBD mod | SENP8 block | SENP7 inh | MPTP inh | SENP6 block
CCc1nc2ccccc2c(C(=O)Nc2ccc(C)cc2)c1C | 8 | -6 | 4 | 0 | 5 | -4 | 1.7 | -15
CCN(CCCCCCN)c1ccc2c(=O)[nH][nH]c(=O)c2c1 | -2 | 1 | 22 | -2 | -172 | 1 | -1.5 | -13
C=CCN(Cc1cc(OC)ccc1OC)S(=O)(=O)N(C)C | -2 | -8 | -20 | 1 | 17 | 6 | -2.2 | -19
Cc1cccnc1NC(=O)CCc1nnc2ccc(NCc3ccco3)nn12 | 5 | 11 | -9 | -3 | -6 | -19 | -1.0 | -4
COc1ccc(NC(=O)CSc2nc3ccccc3nc2N2CCOCC2)c(OC)c1 | -14 | 1 | -10 | -1 | -52 | 0 | -0.5 | 9
CCc1noc(C)c1C(=O)Nc1ccc(C(F)(F)F)cc1 | 0 | 5 | 3 | -3 | 7 | -8 | 0.0 | -5
COc1ccc(OC)c(NC(=O)N[C@H](Cc2ccccc2)C(=O)NN)c1 | -4 | 7 | 5 | -1 | 23 | 4 | 1.9 | -8
CC1CC(C)CN(C(=O)C(C)N2CCN(S(=O)(=O)c3ccc(Br)s3)CC2)C1 (stereo unspecified) | -3 | -3 | 13 | 0 | 3 | 11 | 0.3 | 2
O=C(NC1CCN(C(=S)NCc2ccco2)CC1)c1ccc(F)cc1 | -14 | -4 | -4 | 2 | -4 | 9 | -0.6 | -7
CCOC(=O)C1=C(C)Nc2nc(C)nn2C1c1ccc(C)cc1 (stereo unspecified) | -7 | 1 | -12 | 1 | 2 | 6 | -2.0 | 0
O=C(Cc1ccccc1)N[C@@H]1c2ccccc2CC[C@@H]1OCc1ccccc1 | -5 | -8 | -1 | 0 | 22 | 3 | 1.0 | ·
COc1ccc(-c2nnc(-c3ccc(Br)o3)o2)cc1OC | -7 | -4 | 0 | 2 | -210 | 16 | 0.5 | 22
CCOc1cccc(-c2c(C(=O)N/N=C/c3ccoc3)nnn2-c2nonc2N)c1 | 0 | -1 | 21 | 3 | 1 | 3 | 0.6 | 11
N#C/C(=N\Nc1ccc(Cl)cc1)C(=O)c1ccsc1 | 16 | 5 | -25 | 9 | 26 | -15 | 72* | 44
O=C(CCCNS(=O)(=O)c1ccc(F)cc1)Nc1ccc(F)cc1 | -15 | -5 | -6 | -2 | 4 | 7 | -0.4 | -4
N#CCCn1cc(C(=O)Nc2ccc(C(=O)O)cc2)c(-c2ccc([N+](=O)[O-])cc2)n1 | -4 | 2 | -8 | -2 | 14 | -3 | 48 | 14
O=C(Nc1cc(S(=O)(=O)N2CCOCC2)ccc1Cl)c1ccncc1 | -8 | -9 | 2 | 1 | 4 | 5 | -0.7 | 18
